inhibitors of VEEV – inhibitors of VEEV TC-83 cytopathic effect, confirmation, Vero cells (AID 588727) | Vero cells, VEEV TC-83 cytopathic effect inhibition; higher % means a stronger effect | one-dose inhibition, % at 20 µM; IC50 in µM for titrated hits | actives 0.13% (n = 350,000); in the data active = a potency from the dose series; inconclusive = inhibition mostly from about 14% at the one dose, without a potency; inactive = the rest, 99 in 100 with inhibition below about 12%; also: strong numbers were not always called active
M. tuberculosis – growth inhibition of non-replicating M. tuberculosis (AID 488890); Mycobacterium tuberculosis non-replicating, growth inhibition; higher % means a stronger effect; inhibition, % at 25 µM; hits with a dose series show IC50 in µM; actives 0.39% (n = 320,000); in the data active = a potency from the dose series; inconclusive = inhibition mostly from about 82% at the one dose, without a potency; inactive = the rest, 99 in 100 with inhibition below about 76%;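 also: plate controls were DMSO cells for no effect and high antibiotic wells for full effect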
H37Rv inhibition – M. tuberculosis growth inhibition, HTS (AID 449762). M. tuberculosis H37Rv growth inhibition, 7H9 media; higher % means a stronger effect. actives 0.59% (n = 330,000). one-dose inhibition, % at 25 µM; IC50 in µM for titrated hits; in the data active = a potency from the dose series; inconclusive = inhibition above about 70% without an active follow-up result;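 also: bacterial growth assessed after seven days of incubation; strong numbers were not always called active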
H1N1 NS1A inhibition – H1N1 influenza NS1A inhibitors, functional cell based assay (AID 504329); NS1A functional cell-based assay, percent inhibition; higher % means a stronger effect; one-dose inhibition, % at 12.5 µM; IC50 in µM for titrated hits; actives 0.3% (n = 340,000); in the data active = a potency from the dose series; inconclusive = inhibition above about 27% without an active follow-up result; also: strong numbers were not always called active
Salmonella PhoP GFP – PhoP regulon inhibitors, Salmonella typhi PhoP promoter GFP reporter, confirmatory (AID 1850). Salmonella Typhi PhoP-promoter GFP reporter, fluorescence, 4 h; higher % means a stronger effect. inhibition, % at 50 µM, or IC50 in µM where a hit was titrated. actives 0.33% (n = 310,000); in the data active = a potency from the dose series; inconclusive = inhibition mostly from about 25% at the one dose, without a potency; inactive = the rest, 99 in 100 with inhibition below about 19%;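 also: 0% = induced wells with vehicle and 100% = uninduced wells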
inhibitors of VEEV 10K pilot screen – recorded beside inhibitors of VEEV, whose call it bears; inhibition, %; measured here: 10K pilot screen inhibition
* hit, by the source's call; i = inactive; u = inconclusive; x = no result given; & = joins results of further samples.

SMILES	inhibitors of VEEV	M. tuberculosis	H37Rv inhibition	H1N1 NS1A inhibition	Salmonella PhoP GFP	others
CC(Oc1ccccc1Cl)C(=O)Nc1ccc(S(=O)(=O)N2CCCC2)cc1 (stereo unspecified)	5.5%	11%	40%	-2%	0%
CCOc1cccc(/C=N/Nc2nc(N3CCCC3)nc(N3CCCC3)n2)c1O	8.8%	24%	27%	-12%	-2%
CN(c1ccc(OCC(=O)N2CCOCC2)cc1)S(=O)(=O)c1ccc(F)cc1	i	-4%	1%	15%	-8%
CC(C)[C@H](NC(=O)N1c2ccccc2NC(=O)[C@@H]1C(C)C)C(=O)N[C@H](Cc1ccccc1)C(=O)O	i	-10%	-14%	-3%	2%
COCCCN1C(=O)C(=O)/C(=C(/O)c2ccc(OC)cc2)C12C(=O)N(C)c1ccccc12 (stereo unspecified)	0.7%	-12%	0%	1%	-5%
CCS(=O)(=O)c1nc(S(=O)(=O)c2ccc(Cl)cc2)c(NCCCN2CCCC2=O)s1	2.5%	-9%	-1%	-6%	-8%
Cc1ccc(C)c(NC(=O)CSc2nnc(-c3ccccc3C)o2)c1	1.2%	8%	-16%	0%	-9%
O=C(CCCC(=O)N1CCN(c2ccc([N+](=O)[O-])cc2)CC1)c1ccccc1	0.1%	76%	-1%	-14%	-8%
O=C(Nn1cnc2ccccc2c1=O)c1ccccc1Cl	i	-13%	2%	-3%	2%
Cc1ccc(CCNC(=O)C(C)n2nc(C)c3c(C)n(-c4ccccc4)nc3c2=O)cc1 (stereo unspecified)	0.2%	8%	4%	4%	6%
O=C(NCCS(=O)(=O)N1CCCCC1)c1ccc2c(c1)OCO2	1.6%	-9%	-6%	2%	3%
O=c1[nH]c(-c2ccco2)nc2sc3c(c12)CCCC3	2.2%	9%	1%	-2%	-14%
Cc1onc(-c2c(F)cccc2Cl)c1C(=O)O/N=C(\N)c1ccc([N+](=O)[O-])o1	4.6%	6µM*	5.3µM*	3%	1%
COc1cc([C@@H]2[C@H]3CN(C)CC=C3C(C#N)=C(N)C2(C#N)C#N)cc2c1OCO2	4.3%&3.3%	-1%	-4%	0%&1%	-8%
CCN(C[C@H]1N[C@@](C)(C(=O)OC)[C@H]2C(=O)N(C)C(=O)[C@@H]12)S(=O)(=O)c1ccc(OC(F)(F)F)cc1	0.1%	9%	2%	-22%	x
COc1ccc(Oc2cn[nH]c2-c2ccc(OCC(=O)NN)cc2O)cc1	i	0%	2%	23%	8%
COc1ccc(CC(=O)N2CCN(S(=O)(=O)c3cc(Cl)ccc3Cl)CC2)cc1	2.8%	16%	-6%	-9%	x
CCC1C2CN(C(C)=O)CC=C2C(C#N)=C(N)C1(C#N)C#N (stereo unspecified)	5.9%	-8%	-6%	2%	-5%
Cn1c(=O)c2nc(SCCO)n(C)c2n(C)c1=O	1.8%	x	x	-18%	x
CCOC(=O)CSc1nc2nc(C)cc(C)n2n1	0.6%	3%	-15%	6%	-4%
O=C(COC(=O)c1ncc(Cl)c(Cl)c1Cl)Nc1ccc(Cl)cn1	2.0%	74%	-4%	-3%	-9%
CCCCN1C(=O)/C(=C/C=C/c2ccco2)C(=O)NC1=S	i	x	x	8%	x
Nc1nnc(SCC(=O)N2CCc3ccccc3C2)s1	0.4%	-1%	-6%	-4%	-3%
Cc1cccc(OC2CCN(Cc3c(C(=O)N4CCCC4)nc4ccccn34)CC2)c1	i	-8%	7%	0%	5%
O=C(Nc1nc2c(F)cc(F)cc2s1)C1COc2ccccc2O1 (stereo unspecified)	2.2%	74%	6%	-4%	-25%

The list continues:
SMILES	inhibitors of VEEV	M. tuberculosis	H37Rv inhibition	H1N1 NS1A inhibition	Salmonella PhoP GFP	others
CC(C)n1c(S(=O)(=O)O)nc2ccccc21	0.6%	2%	-1%	4%	-7%
O=C(OCc1c(F)cccc1Cl)c1cccnc1Cl	1.7%	50%	-1%	-4%	4%
CCc1nnc2n1N=C(c1ccc(Br)cc1)CS2	i	-5%	-6%	2%	-5%
Oc1ccccc1/C=N/n1c(-c2ccccc2)n[nH]c1=S	3.3%	-4%	0%	-21%	-1%
CCOC(=O)C1NN=C(C(=O)c2ccc(C)cc2)C1c1ccc(C)cc1 (stereo unspecified)	i	-12%	-3%	2%	-8%
COc1cc2nc(-c3cccs3)oc(=O)c2cc1OC	2.0%	73%	u	-3%	10%
Cc1cc(C(=O)Cn2cc(C(F)(F)F)ccc2=O)c(C)n1CC1CCCO1 (stereo unspecified)	0.3%	-4%	2%	-8%	x
CN(CC(=O)Nc1c(Cl)cccc1Cl)C(=O)c1ccc(NS(=O)(=O)c2ccc3[nH]c(=O)[nH]c3c2)cc1	i	x	x	5%	x
CCN1CCCC1CNC1=NCCCCC1 (stereo unspecified)	i	-13%	-2%	3%	5%	inhibitors of VEEV 10K pilot screen=0.0
O=C(CNC(=O)c1nc[nH]c1C(=O)N1CCNCC1)OCc1ccccc1	0.1%	4%	5%	2%	-4%
O=C(CSc1n[nH]c(-c2ccccc2Cl)n1)NCc1cccc(C(=O)O)c1	1.9%	5%	-6%	3%	-7%
CCO[C@@H]1OC(C(=O)N2CCN(Cc3ccc4c(c3)OCO4)CC2)=C[C@H](c2csc3ccccc23)[C@H]1CCCO	1.6%	23%	u	-9%	8%
CCc1ccc(OCC(=O)OCC(=O)c2c(N)n(C)c(=O)n(C)c2=O)cc1	1.2%	26%	5%	1%	3%
CN(C)c1ccc(NC(=O)COC(=O)Cn2nnc3ccccc32)cc1	1.0%	-11%	2%	3%	-3%
COc1ccc(NC(=O)CN(C)C(=O)c2sc3cc(Cl)ccc3c2Cl)cc1	4.6%	-16%	12%	-9%	4%
CCC(=O)NNC(=O)CCC(=O)Nc1cccc(Cl)c1C	0.8%	-5%	-7%	6%	4%
O=C(Nc1cccc(C(=O)N2CCOCC2)c1)c1ccccc1Br	1.4%	-1%	-4%	-3%	-7%
CCCCOC(=O)Nc1ccc(N(C)C)cc1	0.3%	79%	4%	7%	0%
CCOC(=O)c1ccc(N=Nc2c(C)[nH]n(-c3ccccc3)c2=O)cc1	1.1%	16%	59%	15%	3%
CCOC(=O)/C=C1\SCC(=O)N1CCOc1cccc(Br)c1	7.0%	27%	14%	-8%	2%
COc1ccc(C(=O)Cn2ccsc2=NC(C)=O)cc1	0.2%	-3%	-1%	9%	-6%
Cn1cc(C(=O)NC2CCCCCCC2)c(=O)c2cc(S(=O)(=O)N3CCCC3)ccc21	1.9%	3%	4%	1%	1%
Cc1ccc(S(=O)(=O)N2CCN(c3ccc([N+](=O)[O-])c4cccnc34)CC2)cc1	2.5%	75%	5%	5%	-2%
CCCN1C2CCCC1CC(NC(=O)Nc1cccc(C(C)=O)c1)C2 (stereo unspecified)	i	-18%	-12%	16%	-3%
CCN(CC)c1ccc(C2Nc3cccc4cccc(c34)N2)c(O)c1	3.7%	32%	u	24%	11%

4 records picked at random from those above, as already listed:
SMILES	inhibitors of VEEV	M. tuberculosis	H37Rv inhibition	H1N1 NS1A inhibition	Salmonella PhoP GFP	others
CCOC(=O)/C=C1\SCC(=O)N1CCOc1cccc(Br)c1	7.0%	27%	14%	-8%	2%
CCCCOC(=O)Nc1ccc(N(C)C)cc1	0.3%	79%	4%	7%	0%
CCOC(=O)c1ccc(N=Nc2c(C)[nH]n(-c3ccccc3)c2=O)cc1	1.1%	16%	59%	15%	3%
O=C(CNC(=O)c1nc[nH]c1C(=O)N1CCNCC1)OCc1ccccc1	0.1%	4%	5%	2%	-4%

Filtered by structure: the entries above with a CF3 group
SMILES	inhibitors of VEEV	M. tuberculosis	H37Rv inhibition	H1N1 NS1A inhibition	Salmonella PhoP GFP	others
CCN(C[C@H]1N[C@@](C)(C(=O)OC)[C@H]2C(=O)N(C)C(=O)[C@@H]12)S(=O)(=O)c1ccc(OC(F)(F)F)cc1	0.1%	9%	2%	-22%	x
Cc1cc(C(=O)Cn2cc(C(F)(F)F)ccc2=O)c(C)n1CC1CCCO1 (stereo unspecified)	0.3%	-4%	2%	-8%	x

(listing goes on)
SMILES	inhibitors of VEEV	M. tuberculosis	H37Rv inhibition	H1N1 NS1A inhibition	Salmonella PhoP GFP	others
COCCNC(=O)Cc1ccc(Br)cc1	i	59%	-3%	-16%	-4%
Cc1csc(=O)n1CC(=O)OC(C)C(=O)Nc1cccc(Cl)c1 (stereo unspecified)	2.3%	-2%	-3%	-4%	0%
FC(F)(F)c1cccc(NC(=S)NNC(=S)Nc2ccc(Cl)cc2)c1	x	65%	u	x	u
CSCC[C@H](NC(=O)OC(C)(C)C)c1nnc(SCC(N)=O)o1	4.1%	-2%	-1%	-2%	-5%
O=[N+]([O-])c1ccc(N2CCNCC2)cc1N1CCCCCC1	i	24%	-1%	1%	9%
COc1ccc(Cl)cc1NC(=O)CN(C)C(=O)c1cccc(S(=O)(=O)N2CCN(C)CC2)c1	1.5%	13%	-7%	-7%	x
Cc1cc2oc(=O)cc(CN3CCOCC3)c2cc1O	1.1%	0%	-2%	-4%	-6%
CNC(=O)c1ccc(NC(=O)CN2c3cccc4cccc(c34)S2(=O)=O)cc1	1.5%	3%	0%	12%	-7%
O=c1[nH]n(-c2ccc([N+](=O)[O-])cc2)c(=O)c2ccccc12	1.4%	50%	u	7%	8%
C/C(=N\NC(=O)C(=O)Nc1cccc(C(F)(F)F)c1)c1ccc(Cl)s1	1.8%	8%	-14%	-3%	-4%
Cc1nc(N2CCN(c3ccccn3)CC2)c2c(C)c(C(=O)Nc3ccc(Cl)cc3)sc2n1	11%	10%	5%	6%	2%
O=C(O)COc1ccc(Cl)cc1Cl	i	5%	-7%	-17%	10%
Cc1nn(Cc2cccc(C(=O)O)c2)c(C)c1[N+](=O)[O-]	1.5%	2%	1%	11%	9%
O=C(N/N=C1\CCCc2oc(C(=O)O)cc21)c1ccccc1	0.7%	11%	47%	-8%	2%
CCC(NC(=O)c1ccccc1NC(=O)c1ccccc1)C(=O)NNC(=O)CSc1nc2ccccc2o1 (stereo unspecified)	2.5%	-12%	5%	-2%	-6%
Cc1nn(-c2ncc(C(F)(F)F)cc2Cl)c(=O)n1-c1ccc(F)cc1	1.2%	4%	8%	-1%	-3%
COc1ccc(NS(=O)(=O)c2cccc(C(=O)NNC(=O)NCCCl)c2)cc1	1.0%	-23%	-5%	-2%	-6%
CC(=O)c1ccc(NC(=O)CCc2nnc3ccc(NCc4ccco4)nn23)cc1	2.8%	-9%	14%	6%	-39%
Cc1c(C(=O)NCCSCc2ccc(F)cc2)cnn1-c1ccc(Cl)cc1	6.6%	36%	u	x	0%
O=C(NCc1ccco1)C(NS(=O)(=O)c1cccc2nsnc12)c1ccccc1 (stereo unspecified)	4.8%	5%	-7%	4%	7%
CC(C)OCCCn1c(=NC(=O)c2cccs2)c(C#N)cc2c(=O)n3ccccc3nc21	8.9%	-3%	-4%	x	-7%
Cc1cccc(NC(=O)CSc2nnc(CSc3nc(C)cc(C)n3)o2)c1	5.2%	-1%	-10%	-2%	2%
O=S(=O)(Nc1nc2ccccc2nc1Cl)c1ccc(Br)cc1	i	46%	4%	-8%	3%
CC1SC(C)C(=O)N(CC(=O)Nc2ccc3c(c2)OCO3)C1=O (stereo unspecified)	0.1%	76%	5%	3%	5%
COc1ccc(OCCC(=O)NCCN2CCOCC2)cc1	0.6%	-7%	10%	4%	-3%

Remaining list, next part
SMILES	inhibitors of VEEV	M. tuberculosis	H37Rv inhibition	H1N1 NS1A inhibition	Salmonella PhoP GFP	others
O=C(NCc1cccnc1)c1cc(-c2ccco2)on1	i	5%	-6%	-5%	3%
C(=N\Nc1nc(N2CCCCCC2)nc(N2CCCCCC2)n1)/c1ccccc1	1.7%	41%	11%	3%	-5%
O=[N+]([O-])c1ccc(C=Nc2ccc(Cl)c([N+](=O)[O-])c2)s1	u	x	x	9%	x
CC(Cc1cccs1)NC(=S)Nc1ccc(F)cc1 (stereo unspecified)	i	u	-1%	-10%	-8%	inhibitors of VEEV 10K pilot screen=0.9
Cc1csc(NC(=O)CNS(=O)(=O)c2cccs2)n1	1.7%	5%	1%	0%	-4%
Cc1ccc(Cl)cc1N1CCN(C(=O)c2noc(C)c2[N+](=O)[O-])CC1	i	24%	6%	4%	-19%
CC1CN(c2ccc([N+](=O)[O-])c(NCCOc3ccc(Cl)cc3)c2)CC(C)N1 (stereo unspecified)	i	u	9.2µM*	21%	4%
N#C/C(=C/Nc1ccccc1F)S(=O)(=O)c1ccc(Cl)cc1	1.3%	-7%	-1%	-4%	-11%
COc1cc(CN=C(C)c2c(O)n(C3CCCCC3)c(=O)[nH]c2=O)cc(OC)c1	5.2%	28%	0%	-14%	5%
Cc1ccc(S(=O)(=O)c2cc3ccccc3oc2=O)cc1	i	1%	5%	8%	-6%
Cc1ccc(/C=N/Nc2nncn2N)cc1	1.1%	u	u	18%	-3%
COc1ccc(NC(=O)CSc2nc(-c3ccc(C)cc3)cc(C(F)(F)F)c2C#N)cc1	7.3%	-2%	8%	-1%	-1%
